CAL PDZ FP-1 – CAL PDZ peptide-binding inhibitors, primary screen, biochemical, fluorescence polarization, Cer-tagged CAL PDZ, HTS | Golgi-associated PDZ and coiled-coil motif-containing protein (Homo sapiens), Q9HD26 | purified CAL PDZ, TMR-peptide fluorescence polarization, 1 h | inhibition, % at 20 µM | 330,000 compounds, 0.02% hits | AID 504414, 2011;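 active = highest replicate inhibition of at least 40%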;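 also: plate controls were DMSO neutral control wells for no effect and unlabeled competitor peptide control wells for full effect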
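Test system: purified CerCALP PDZ construct; Compound dosing: one concentration, 20 µM compound; Also added: TMR-labelled reporter peptide T*-PRC34 bound in PDZ groove; Read-out: inhibition from polarization loss; Controls: unlabelled peptide and DMSO controls; Signal: FP readout, S and P plane fluorescence; Incubation: 1 h at RT.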
Keap1-Nrf2 PPI – Keap1-Nrf2 protein-protein interaction inhibitors, primary screen, biochemical, fluorescence polarization, single point; Kelch-like ECH-associated protein 1 (Homo sapiens), Q14145; Keap1 Kelch-Nrf2 peptide fluorescence polarization, 1536-well; inhibition, % at 9.4 µM; 340,000 compounds, 0.15% hits; in the data active = inhibition above about 12%;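 also: human Keap1 Kelch domain with fluorescein labeled Nrf2 9mer peptide probe; 0% = neutral control wells and 100% = peptide positive control; higher means more block of Keap1 binding to Nrf2 peptide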
cardiac RTF act – cardiac RTF calcium sensitivity activators, primary screen, biochemical, IANBD-TnC fluorescence, EC20 calcium | Troponin I, cardiac muscle (Homo sapiens) + Troponin T, cardiac muscle (Homo sapiens) + … | IANBD-labeled TnC RTF fluorescence at EC20 calcium; 0% EC20 calcium, 100% full calcium | activation, % at 7.2 µM | 340,000 compounds, 0.24% hits | AID 493008, 2010;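 active = activation above the mean over all tested compounds plus 3 SD, cut at about 30% in these data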;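 also: rise in fluorescence read as greater calcium sensitivity of cardiac thin filaments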
CAL PDZ FP-2 – untagged CAL PDZ binding inhibitors, primary screen, biochemical, fluorescence polarization, HTS; Golgi-associated PDZ and coiled-coil motif-containing protein (Homo sapiens), Q9HD26; purified CAL PDZ, TMR-peptide fluorescence polarization, 1 h; inhibition, % at 24.9 µM; 300,000 compounds, 0.92% hits; AID 602252, 2012;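 active = mean inhibition of at least 30% with at least half of replicates also reaching 30%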;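 also: 0% = DMSO neutral control and 100% = excess unlabeled competitor peptide PRC23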
SR-BI uptake up – activators of SR-BI mediated DiI-HDL uptake, primary screen, ldlA[mSR-BI] CHO cells, DiI fluorescence; 3 h; 100 = double the neutral-control signal; activation, % at 12.5 µM; 320,000 compounds, 0.096% hits;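 active = mean replicate activation of at least 60% and every replicate at or above 60%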;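 also: 0% = median plate neutral-control signal and 100% = twice that signal; values of inactives mirror those of a sister screen read the other way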
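System: LDL receptor-deficient CHO ldlA cells overexpressing murine SR-BI | Timing: 3 h uptake period with compound, 37 °C | Medium: HEPES-buffered (25 mM, pH 7.4) F12 plus 0.5% BSA | Dosing: Single-point compound dose | Signal: Bottom-read fluorescence, 550/595 nm | Read-out: Retained DiI signal reflecting DiI-HDL uptake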
Rtt109 HAT inh – inhibitors of C. albicans Rtt109/Vps75 HAT, primary screen, biochemical, ThioGlo CoA-SH fluorescence, plate reader; 330,000 compounds, 0.16% hits; Histone acetyltransferase RTT109 (Candida albicans (strain SC5314 / ATCC MYA-2876)), …; purified Rtt109/Vps75, 4 h; inhibition, % at 34.9 µM;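 active = inhibition of at least 50% in every replicate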
Target sequence (Q5AAJ8 whole entry, looked up): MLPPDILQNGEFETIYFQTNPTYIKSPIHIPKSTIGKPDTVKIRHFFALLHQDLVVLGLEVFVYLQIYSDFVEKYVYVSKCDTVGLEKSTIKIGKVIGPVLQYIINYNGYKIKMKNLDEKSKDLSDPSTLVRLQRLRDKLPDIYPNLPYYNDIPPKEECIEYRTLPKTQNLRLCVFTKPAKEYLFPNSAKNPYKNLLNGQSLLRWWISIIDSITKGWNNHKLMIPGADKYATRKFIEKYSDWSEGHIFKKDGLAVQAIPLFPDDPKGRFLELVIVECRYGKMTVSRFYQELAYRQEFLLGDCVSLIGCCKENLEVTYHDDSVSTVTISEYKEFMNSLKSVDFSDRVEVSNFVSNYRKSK
C-LANA FP – inhibitors of KSHV C-LANA binding to DNA, primary screen, biochemical, fluorescence polarization, FAM-LBS DNA, MBP-C-LANA, single point | Kaposi's sarcoma herpesvirus LANA C-terminal domain (residues 932-1162) DNA binding | inhibition, % at 9 µM | 340,000 compounds, 0.078% hits;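 active = highest replicate inhibition at or above 60% at 9 µM, even if other replicates fall short; inactive = all replicates below 60% inhibition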;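 also: 0% = neutral control wells and 100% = 4 µM acridine orange control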
PKA-R2B act – activators of PKA-R2B holoenzyme, primary screen, biochemical, fluorescence polarization, Cy5-IP20, human; AID 504700, 2011; PKA-R2B holoenzyme dissociation; R2B truncated from residue 108, S112A mutant; 0% DMSO only, 100% 113 µM cGMP; cAMP-dependent protein kinase catalytic subunit beta (Homo sapiens) + cAMP-dependent …; activation, % at 11.4 µM; 340,000 compounds, 0.079% hits;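 active = activation above a cutoff set at the mean over all compounds plus 3 SD, cut at about 18% in these data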;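 also: higher means more holoenzyme dissociation and a rise in polarization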
DAGLB inhibitor – DAGLB lipase inhibitors, primary screen, biochemical, fluorescence, HTS | HEK293T DAGLB membrane lysate, EnzChek fluorogenic substrate | 340,000 compounds, 0.059% hits | Diacylglycerol lipase-beta (Homo sapiens), Q8NCG7 | inhibition, % at 5.17 µM; in the data active = inhibition above about 34%;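 also: 0% = enzyme with vehicle and 100% = wells lacking enzyme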
Target sequence (Q8NCG7 whole entry, looked up): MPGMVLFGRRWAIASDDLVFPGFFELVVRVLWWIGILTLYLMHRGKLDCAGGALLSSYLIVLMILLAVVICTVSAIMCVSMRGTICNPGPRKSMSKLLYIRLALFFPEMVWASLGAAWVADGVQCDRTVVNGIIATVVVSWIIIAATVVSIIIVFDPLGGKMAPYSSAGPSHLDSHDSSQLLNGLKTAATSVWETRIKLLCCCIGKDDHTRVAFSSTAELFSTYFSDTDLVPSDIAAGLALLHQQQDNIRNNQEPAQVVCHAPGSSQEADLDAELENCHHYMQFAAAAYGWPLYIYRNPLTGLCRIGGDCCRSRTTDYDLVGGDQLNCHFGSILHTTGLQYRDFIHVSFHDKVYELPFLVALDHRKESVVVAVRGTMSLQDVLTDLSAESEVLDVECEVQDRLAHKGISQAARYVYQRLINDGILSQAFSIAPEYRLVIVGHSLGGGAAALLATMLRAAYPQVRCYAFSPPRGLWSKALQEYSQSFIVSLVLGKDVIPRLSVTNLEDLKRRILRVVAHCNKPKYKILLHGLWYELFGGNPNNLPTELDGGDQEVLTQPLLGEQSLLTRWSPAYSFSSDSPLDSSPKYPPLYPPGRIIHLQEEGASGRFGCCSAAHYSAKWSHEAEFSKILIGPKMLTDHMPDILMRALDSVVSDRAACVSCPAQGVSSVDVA
RTF Ca sens inh – cardiac RTF calcium sensitivity inhibitors, primary screen, biochemical, IANBD-TnC fluorescence, EC70 calcium. Troponin I, cardiac muscle (Homo sapiens) + Troponin T, cardiac muscle (Homo sapiens) + …. IANBD-labeled cardiac RTF, Ca2+ fluorescence. inhibition, % at 7.15 µM. 340,000 compounds, 0.12% hits;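 active = inhibition above the mean inhibition of all tested compounds plus 3 SD, cut at about 17% in these data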;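 also: assay run at fixed EC70 calcium of 1.6 mM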
* hit, by the source's call; · = no result given.

structure	CAL PDZ FP-1	Keap1-Nrf2 PPI	cardiac RTF act	CAL PDZ FP-2	SR-BI uptake up	Rtt109 HAT inh	C-LANA FP	PKA-R2B act	DAGLB inhibitor	RTF Ca sens inh
CCN1CCN(C(=O)C2CCN(S(=O)(=O)N3CCC4(CC3)OCCO4)CC2)CC1	-2.0	-1.8	6.4	-4.5	0.9	-19.6	0.5	7.8	-0.2	-4.0
COc1cc(OC)c(C2C(C#N)=C(N)OC3=C2C(=O)CC(C)C3)cc1OC (stereo not drawn)	-1.3	1.6	-0.4	-0.6	7.5	4.6	0.3	-15.3	2.0	-0.4
CCOC(=O)c1ccc(S(=O)(=O)NNC(=O)COc2cccc(C)c2)cc1	-0.2	-2.1	-0.7	-0.5	10.5	0.3	-0.5	-5.5	0.5	5.5
COc1ccc(N/C=C(/C(C)=O)c2ccccc2)cc1	-2.2	-2.7	-1.8	·	4.6	-1.4	0.9	0.8	0.1	-8.6
CCc1cccc(C)c1NC(=O)COC(=O)CSCc1ccccc1	-0.1	4.6	-1.0	-7.5	12.3	1.2	-0.5	-7.3	-4.0	-1.4
Cc1csc(NC(=O)c2cccc(Cn3nc(C)c(Br)c3C)c2)n1	-1.4	-3.1	3.0	-2.3	-56.3	-1.3	-2.1	-2.4	-1.4	-9.7
CCCCn1c(=O)[nH]c(=O)c2c1nc(-c1ccc(OCCC)c(OCC)c1)n2C	-1.8	-9.1	0.0	-1.5	·	3.9	0.3	-4.4	2.9	-13.2
Cc1noc(C)c1S(=O)(=O)NCCc1ccc(S(N)(=O)=O)cc1	-3.1	0.2	2.2	0.7	35.7	·	1.6	0.1	2.4	-8.8
O=C(CSCc1ccc(Cl)cc1Cl)Nc1nccs1	-0.4	-8.0	1.8	2.9	1.5	2.8	1.1	-14.5	-2.3	-1.1
CC(Cl)C(=O)Nc1cc(C(C)(C)C)nn1-c1ccccc1 (stereo not drawn)	-2.3	-3.7	-3.1	-2.8	8.0	-12.8	0.0	-0.2	1.9	5.1
Cc1snc(SCC(=O)c2ccc(F)cc2)c1C#N	-0.5	-2.0	-1.5	-0.7	-26.3	-3.4	0.2	-1.1	-6.0	-17.9
NC(=O)c1ccsc1NC(=O)C1CCN(S(=O)(=O)c2cccs2)CC1	-2.6	1.9	1.1	-4.8	-4.5	11.2	-1.1	6.8	0.6	1.5
O=C1C=C(NCCN2CCOCC2)CC(c2ccccc2)C1 (stereo not drawn)	0.1	1.3	0.0	-4.7	12.6	-2.7	-0.6	6.9	-1.6	-6.7
Cn1cc(-c2ccccc2C(=O)O)c(=O)c2cc(Cl)ccc21	0.5	-2.3	4.3	-8.5	7.9	3.4	1.1	-2.4	0.1	-8.5
C[C@H]1CN([C@@H](C)CO)C(=O)c2cc(NC(=O)C3CCCCC3)ccc2O[C@H]1CN(C)C(=O)Nc1ccc2c(c1)OCO2	-0.6	-1.1	-5.9	-0.3	-39.4	18.8	-0.2	-0.5	-3.8	2.9
CCN(CC(=O)Nc1ccc(NC(C)=O)cc1)C(=O)CCCc1nc2ccccc2s1	-2.1	-1.0	5.5	1.2	-4.6	-3.4	-0.2	-8.8	-1.6	-7.6
Cc1cc(NS(=O)(=O)c2ccccc2)c([N+](=O)[O-])cc1C	0.7	0.1	-3.9	-2.1	20.8	-0.6	-1.4	6.0	1.1	-7.5
O=C(O)c1cccnc1SCc1cccc(Cl)c1	-0.5	-2.4	2.7	·	·	-5.1	0.6	2.1	-1.1	1.5
COC(=O)c1c(NC(=O)CN2C(=O)NC3(CCc4ccccc4C3)C2=O)sc2c1CCCCC2 (stereo not drawn)	-2.1	0.7	-5.5	-5.3	-23.7	-8.5	1.6	-5.9	0.2	10.9
COC(=O)c1c(NC(=O)c2ccnn2C)sc(C)c1C	-1.7	-4.1	15.6	-2.1	-1.8	5.5	2.0	-4.7	-3.1	15.2
Cc1cccc(NC(=O)NCCN2CCN(c3ccccc3)CC2)c1C	-0.6	0.2	7.7	-1.7	11.4	12.2	1.9	2.9	-1.1	-7.7
Cc1cccc(N(C(=O)Cn2nnc3ccccc32)C(C(=O)NC(C)(C)C)c2ccsc2)c1 (stereo not drawn)	-0.7	-4.0	-4.9	-1.7	7.8	2.3	-1.1	3.9	-3.2	-15.3
CC1(C(=O)NCc2ccccn2)C=CCN1C(=O)c1ccccc1 (stereo not drawn)	0.3	2.0	-2.3	-1.0	33.0	-0.2	-0.3	-9.4	2.3	1.4
CCOC(=O)C(C)Sc1ncnc2c1nnn2-c1ccc(F)cc1 (stereo not drawn)	-0.1	1.1	-1.3	0.2	13.6	-4.7	-0.1	-12.7	-6.0	-6.7
CC(C)(C)C(=O)NC(CC(=O)O)c1ccccc1 (stereo not drawn)	-0.3	-2.9	6.3	·	11.4	7.9	-1.9	3.9	-1.0	-4.2
CC(C)(C(=O)Nc1nccs1)c1ccccc1	16.4	-4.3	-3.3	66.1*	14.8	-2.9	-2.4	3.2	-4.7	0.5
CC1CCC(=C(C#N)c2nc(-c3cc4ccccc4oc3=O)cs2)CC1 (stereo not drawn)	-0.1	-2.8	-1.9	-2.8	-76.1	-3.3	0.7	-5.7	-0.8	7.6
COc1ccc(C2C(=O)N(CCc3ccccc3)CC(=O)N2C2CCCCC2)cc1 (stereo not drawn)	0.4	2.2	-5.4	0.3	18.0	2.1	0.1	-11.6	0.1	-6.0
CCn1c(=O)c(C(=O)NNC(=O)c2ccccc2Br)c(O)c2ccccc21	-2.9	-4.4	1.9	-3.7	0.2	-7.4	-1.2	6.6	12.6	-10.0
CCN(CC)c1ccc2c(C)c(CN3CCOCC3)c(=O)oc2c1	-0.7	-2.6	0.0	-0.1	·	-1.5	0.9	-12.2	-0.2	1.5

The list goes on; it opens with the two that closed the last part.
structure	CAL PDZ FP-1	Keap1-Nrf2 PPI	cardiac RTF act	CAL PDZ FP-2	SR-BI uptake up	Rtt109 HAT inh	C-LANA FP	PKA-R2B act	DAGLB inhibitor	RTF Ca sens inh
CCn1c(=O)c(C(=O)NNC(=O)c2ccccc2Br)c(O)c2ccccc21	-2.9	-4.4	1.9	-3.7	0.2	-7.4	-1.2	6.6	12.6	-10.0
CCN(CC)c1ccc2c(C)c(CN3CCOCC3)c(=O)oc2c1	-0.7	-2.6	0.0	-0.1	·	-1.5	0.9	-12.2	-0.2	1.5
O=C(NCc1ccc2c(c1)OCO2)Oc1ccccc1	0.1	2.5	0.5	4.5	27.5	-1.9	2.1	13.2	-1.6	-6.1
CCOc1cc(C(=O)N[C@@H](C)C(=O)N2CCC3(CC2)NCCc2[nH]cnc23)cc(OCC)c1OCC	0.4	-2.7	1.2	·	0.2	0.1	0.6	-2.8	-1.6	-1.3
Cn1nnnc1Sc1ncnc2scc(-c3ccc(C#N)cc3)c12	-0.3	-2.0	6.3	0.3	-0.4	6.7	-2.2	5.8	-1.2	-14.7
CCCCN(C)CCCNC(=O)c1cc(=O)[nH]c2ccc(S(=O)(=O)N3CCCCC3C)cc12 (stereo not drawn)	-2.7	-2.8	0.0	2.7	3.6	-1.1	-0.6	-1.1	1.7	9.4
NC(=O)C[C@@H]1N[C@]2(C(=O)Nc3ccccc32)[C@@H]2C(=O)N(C3CCCCC3)C(=O)[C@H]12	-0.3	-3.5	4.8	0.1	19.0	6.6	0.7	-14.8	0.5	-2.7
Cc1cc(C)c2c(=O)cc(C(F)(F)F)oc2n1	-0.9	-2.5	0.2	·	15.8	1.2	0.3	-0.8	-0.6	-13.7
COc1cc(-c2noc(CCCC(=O)NCc3ccco3)n2)cc(OC)c1OC	-0.9	-1.6	0.2	-2.5	-10.6	13.2	0.7	4.1	2.9	-15.4
COc1ccc(-n2ncc(C(C)NS(=O)(=O)c3ccc(C)s3)c2C)cc1 (stereo not drawn)	-1.3	-4.0	-1.2	1.0	·	0.8	0.5	-0.9	-0.1	-8.8
O=C(CCCc1ccccc1)NC12CC3CC(CC(C3)C1)C2	-0.1	-3.2	0.6	·	2.4	14.6	-1.2	-10.4	-7.6	-0.9
COc1ccccc1NC(=O)CSc1nc(O)cc(=O)n1C	0.0	-2.0	6.0	0.9	-0.4	21.6	-0.5	-4.3	-0.3	-9.9
O=C(Nc1c(-c2ccccc2)nc2ccccn12)c1ccccc1	·	2.9	-1.0	-2.1	-7.9	1.4	3.7	-1.4	3.5	-0.6
CC(=O)Nc1ccc2c(c1Br)Cc1ccccc1-2	-0.5	5.4	-4.7	·	-18.4	-0.8	1.3	-15.1	-1.0	1.2
CSc1ccc(/C=C(\C#N)C(=O)NC2CCCCC2C)cc1 (stereo not drawn)	-0.7	1.6	-4.3	-2.1	-27.5	-11.5	1.9	-19.8	1.7	-2.5
Cc1ccc(S(=O)(=O)NNC(=O)C2COc3ccccc3O2)cc1C (stereo not drawn)	-0.7	0.8	0.4	1.3	·	4.2	-0.1	-4.8	-1.2	2.9
COc1ccccc1-c1noc(-c2ccccc2C(=O)N2CCOCC2)n1	-0.3	-2.8	-0.9	1.3	-6.0	-3.1	-0.8	-10.0	-0.4	4.9
O=C(NCCc1ccccc1)C1CCN(c2nc3ccccc3o2)CC1	·	1.3	1.3	-7.1	-11.7	1.2	1.4	-11.4	-3.5	1.7
O=C(Nc1cccnc1)NC1CCCCC1	-1.2	-4.3	6.2	·	13.6	-2.7	0.7	-1.3	-1.4	-2.3
CC(C)c1nnc(NC(=O)CCC(=O)NCc2ccc(F)cc2)s1	-2.1	-2.9	-2.9	3.1	20.1	-0.9	-0.4	5.2	2.0	-3.6

From PubChem
